MPTP block = mitochondrial permeability transition pore inhibitors, primary screen, biochemical, isolated mouse mitochondria, absorbance | Ca2+ swelling absorbance, 30 min | inhibition, % at 10 µM | hit rate 1.4% among 360,000 | AID 602449, 2012;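 active means inhibition of 50% or more, scaled per plate between neutral and stimulator controls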;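 further: 0% = DMSO wells given calcium and 100% = 1 mM EGTA wells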
mIAP activ = activators of mouse IAP, primary screen, biochemical, luminescence, uHTS. activation factor at 10 µM. muIAP, CDP-Star luminescence, 30 min; hits give high values; 1 = vehicle-only enzyme signal, 0 = enzyme-free wells. AID 2805, 2010. hit rate 0.24% among 330,000;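 active means activation factor of at least 2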; further: the source names both 10 and 20 µM as test concentration; values of inactives mirror those of a sister screen read the other way
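System: mouse IAP enzyme. Reagent: CDP-Star chemiluminescent phosphatase substrate. Benchmarks: DMSO wells, no-enzyme wells. Times: 30 min enzyme-substrate-compound incubation at room temperature. Detection: luminescence from enzymatic CDP-Star hydrolysis. Doses: test compounds delivered from DMSO solution.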
hIAP act = human IAP activators, primary screen, biochemical, luminescence, uHTS | Intestinal-type alkaline phosphatase (Homo sapiens), P09923 | purified human IAP, CDP-Star luminescence, 30 min; hits give high values; 1 = vehicle-only enzyme, 0 = enzyme-free background | activation factor at 10 µM | hit rate 0.16% among 330,000;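 active means activation factor of the enzyme at least 2-fold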; further: the source names both 10 and 20 µM as test concentration; values of inactives mirror those of a sister screen read the other way
Target sequence (P09923 whole entry, looked up): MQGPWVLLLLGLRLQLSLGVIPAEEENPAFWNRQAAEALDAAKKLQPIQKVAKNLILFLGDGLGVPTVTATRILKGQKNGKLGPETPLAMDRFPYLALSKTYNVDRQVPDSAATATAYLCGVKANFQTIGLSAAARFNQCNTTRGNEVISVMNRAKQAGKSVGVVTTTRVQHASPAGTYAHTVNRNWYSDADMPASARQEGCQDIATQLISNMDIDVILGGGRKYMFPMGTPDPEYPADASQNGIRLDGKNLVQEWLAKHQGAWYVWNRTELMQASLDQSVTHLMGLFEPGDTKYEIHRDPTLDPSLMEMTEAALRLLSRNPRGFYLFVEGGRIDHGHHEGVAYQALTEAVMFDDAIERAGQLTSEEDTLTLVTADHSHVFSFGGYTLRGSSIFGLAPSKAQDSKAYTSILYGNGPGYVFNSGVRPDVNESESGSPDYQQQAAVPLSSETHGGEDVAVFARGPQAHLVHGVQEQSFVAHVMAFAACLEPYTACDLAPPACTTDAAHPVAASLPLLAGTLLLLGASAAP
APOBEC3G inh = APOBEC3G DNA deaminase inhibitors, primary screen, biochemical, fluorescence, single-stranded DNA substrate, uHTS; DNA dC->dU-editing enzyme APOBEC-3G (Homo sapiens), Q9HC16; recombinant A3G, ssDNA deamination FAM/TAMRA fluorescence; inhibition, % at 20 µM; hit rate 0.28% among 330,000; AID 493012, 2011;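 active means inhibition of at least 40% at 20 µM, with no more than 30% in the related APOBEC3A deaminase screen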;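 further: plate controls were DMSO wells with A3G for no effect and wells lacking A3G enzyme for full effect; some compounds called inactive have numbers as strong as hits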
Target sequence (Q9HC16 whole entry, looked up): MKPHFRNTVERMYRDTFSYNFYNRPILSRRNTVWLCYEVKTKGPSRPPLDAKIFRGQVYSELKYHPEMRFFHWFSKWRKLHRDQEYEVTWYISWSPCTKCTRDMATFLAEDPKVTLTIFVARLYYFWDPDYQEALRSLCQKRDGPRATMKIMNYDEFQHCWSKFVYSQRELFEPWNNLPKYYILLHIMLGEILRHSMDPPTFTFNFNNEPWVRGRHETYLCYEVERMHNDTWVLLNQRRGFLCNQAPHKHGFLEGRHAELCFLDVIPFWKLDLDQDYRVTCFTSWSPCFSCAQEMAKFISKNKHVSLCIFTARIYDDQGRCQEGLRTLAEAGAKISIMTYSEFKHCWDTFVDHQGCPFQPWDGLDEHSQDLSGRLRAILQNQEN
APOBEC3A inh = APOBEC3A ssDNA deaminase inhibitors, primary screen, selectivity assay for APOBEC3G inhibitor project, biochemical, FAM/TAMRA oligo cleavage fluorescence; hit rate 0.41% among 330,000; DNA dC->dU-editing enzyme APOBEC-3A (Homo sapiens), P31941; recombinant A3A, FAM/TAMRA ssDNA deamination fluorescence; AID 493011, 2011; inhibition, % at 20 µM;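 active means at least 40% inhibition at 20 µM here, with at most 30% in a related deaminase screen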;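 further: plate controls were A3A with DMSO for no effect and wells lacking A3A enzyme for full effect; some results filed as inactive read as strong as hits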
mIAP inh = inhibitors of mouse IAP, primary screen, biochemical, luminescence, uHTS; inhibition, % at 10 µM; purified mouse IAP, CDP-Star luminescence, 30 min; hit rate 0.2% among 330,000;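 active means inhibition of at least 40% at 10 µM in the primary screen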;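 further: plate controls were DMSO with enzyme for no effect and no enzyme wells for full effect; values of inactives mirror those of a sister screen read the other way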
GRIN3A LBD mod = binders of NR3A ligand-binding domain, primary screen, biophysical, differential scanning fluorimetry, uHTS | hit rate 2.5% among 340,000 | AID 1259313, 2017 | NR3A LBD differential scanning fluorimetry, Tm shift; 0% = protein alone, 100% = glycine-bound protein | Tm shift relative to glycine control, % at 25 µM;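 active means melting temperature shift of at least 10% of the positive control shift, at one fixed dose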
MIN6 prolif = inducers of MIN6 beta-cell proliferation, primary screen, ATP luminescence, uHTS | MIN6 cells proliferation, ATPlite luminescence, 48 h; cells starved in 0.2% serum; 100% = growth in 10% serum | proliferation, % at 10 µM | hit rate 0.29% among 330,000 | AID 2380, 2010;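 active means compounds whose signal lies at least 3.5 SD above the mean of all wells on their plate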;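 further: 0% = DMSO-treated cells in low-serum medium and 100% = 10% serum control; some compounds called inactive have numbers as strong as hits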
hIAP block = human IAP inhibitors, primary screen, biochemical, luminescence, uHTS | inhibition, % at 10 µM | hit rate 0.12% among 330,000 | purified IAP, CDP-Star luminescence, 30 min | AID 2544, 2010 | Intestinal-type alkaline phosphatase (Homo sapiens), P09923;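 active means inhibition reaching a set limit with compound at 10 µM in the primary screen, cut at about 35% in these data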;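 further: plate controls were DMSO wells with enzyme for no effect and no-enzyme buffer wells for full effect; values of inactives mirror those of a sister screen read the other way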
The depositor's hits bear a star; i = inactive.

Order of values: MPTP block	mIAP activ	hIAP act	APOBEC3G inh	APOBEC3A inh	mIAP inh	GRIN3A LBD mod	MIN6 prolif	hIAP block
1: COc1cccc(CNC(=O)CCNS(=O)(=O)c2ccc3[nH]c(=O)oc3c2)c1
    -0.4	0.51	1.1	7	4	49*	-2	-2	-8
2: C=CCN1C(=O)C2(NNc3ccccc3O2)c2ccccc21 (stereo unspecified)
    2.3	1.1	6.7*	-6	1	-6	2	-6	i
3: O=C1[C@H]2C(c3ccccc3)=NN(c3ccccc3)[C@H]2C(=O)N1c1ccccc1
    1.0	1.1	1	-12	-4	-9	-3	-1	-2
4: O=C(CSc1nc(N2CCOCC2)nc(N2CCOCC2)n1)Nc1cccc(C(F)(F)F)c1
    2.0	1.2	1.3	-7	-1	-15	-3	-2	-26
5: CCOC(=O)C(CC)n1cnc2c(nnn2-c2ccccc2)c1=O (stereo unspecified)
    -1.0	0.95	0.7	1	-3	5	0	3	30
6: O=C(C1COc2ccccc2O1)N1CCN(c2ccc([N+](=O)[O-])cc2)CC1 (stereo unspecified)
    -0.6	0.87	0.89	-4	8	13	-1	-6	11
7: C=COCCNC(=O)C1CC(=O)N(c2ccc(C)cc2)C1 (stereo unspecified)
    0.3	0.9	1.1	-5	0	10	1	4	-10
8: CCC(CC)c1nnc(NC(=O)COc2ccc3c(C)cc(=O)oc3c2)s1
    2.8	0.89	0.97	-7	-9	11	-1	0	3
9: C=CCNC(=O)C1CCN(S(=O)(=O)c2ccc3ccccc3c2)CC1
    0.1	0.92	1.1	-3	2	8	-1	-2	-7
10: COc1cccc(C2c3c(-c4ccccc4O)n[nH]c3C(=O)N2Cc2ccco2)c1 (stereo unspecified)
    11	0.97	2.1*	3	-6	2	-7	-4	-110
11: CSCCC(NS(=O)(=O)c1ccc(C)cc1C)C(=O)Nc1cccnc1 (stereo unspecified)
    -1.8	1	1.2	-3	0	-4	1	4	-19
12: CCc1cccc(CC)c1NC(=O)COC(=O)Cc1ccsc1
    32	1	0.9	-3	-1	-3	-3	0	10
13: COc1ccccc1CNC(=O)c1ccc(N(C)S(=O)(=O)c2ccc(C)cc2)cc1
    -0.1	1	1.2	-4	-4	-4	1	2	-16
14: c1ccc(Cn2nnnc2CN2CCN(Cc3ccc4c(c3)OCO4)CC2)cc1
    1.9	1	1	-3	-4	-2	0	-2	-2
15: CCOC(=O)C1=NN(c2ccccc2)C(=O)/C1=C\c1ccc(N(C)C)cc1
    8.4	0.83	1.1	-4	0	17	-6	-1	-12
16: Cn1c(CC(=O)Nc2ccccc2F)nnc1SCC(=O)NC1CCCCC1
    -0.6	1.2	1	-9	-4	-15	-2	0	-2
17: c1ccc(SCc2nc(-c3cccnc3)no2)cc1
    -0.7	1	0.9	-8	-4	-3	0	-2	10
18: COc1ccc(Nc2cc(C)nc3nc(C)nn23)cc1Cl
    -1.1	1	1	-2	0	-3	-1	-2	-3
19: COc1ccc(Nc2nc(-c3cccs3)nc3ccccc23)c(OC)c1
    2.0	0.99	1.1	-5	-6	1	-6	-2	-13
20: COc1ccc(N(C)S(=O)(=O)c2cccc(C(=O)NCc3ccc(C)cc3)c2)cc1
    -0.5	1.1	1.3	7	2	-6	-8	-6	-28
21: CC1CCN(c2ccc(C(=O)Nc3ccc4c(c3)OCO4)cc2[N+](=O)[O-])CC1
    29	0.83	1.1	2	1	17	-4	-5	-10
22: Cc1ccc(NC(=O)c2ccc(=O)[nH]n2)cc1S(=O)(=O)Nc1ccccc1Cl
    0.5	1	0.98	-2	1	-1	5	-1	2
23: O=C(O)C1Cc2[nH]cnc2C(c2cccc([N+](=O)[O-])c2)N1 (stereo unspecified)
    -0.1	0.83	0.98	-8	-1	16	-3	-3	2
24: COc1ccc(-n2cnnc2SCC(=O)NC2CCCc3ccccc32)cc1 (stereo unspecified)
    -0.4	1.1	0.96	-7	-8	-7	-3	-2	4
25: CCCCN(C)C(=O)C1CCN(Cc2ccc(OCc3ccccc3)cc2)CC1
    2.0	1	1.1	-4	-3	-4	0	-6	-13
26: C=CCNC(=O)COC(=O)c1c2c(nc3ccccc13)CCC2
    -0.8	0.95	0.97	16	25	5	-2	-2	3
27: Cc1cnc(NC(=O)c2sc3ccccc3c2Cl)s1
    2.0	0.86	0.88	-4	-3	14	20*	-6	12
28: O=C(Nc1cccc(-c2ccc(N3CCCCC3)nn2)c1)c1ccc(Br)o1
    -2.6	0.96	0.96	-10	-1	4	-8	-7	4
29: O=C(CCCC(=O)OCC1CCCO1)OCC1CCCO1 (stereo unspecified)
    1.2	1.1	1.1	-4	-19	-6	1	0	-13
30: O=C(N/N=C/c1c[nH]c2ccccc12)C1CC1c1ccccc1 (stereo unspecified)
    -0.7	1.1	0.83	-1	-1	-15	10*	0	17
31: O=C(C1CCC1)N1CCc2cc(S(=O)(=O)Nc3ccc4c(c3)OCO4)ccc21
    34	0.97	0.97	-5	-2	3	-11	-1	3
32: COc1ccc(N2CCN(C(=O)CN3C(=O)NC4(CCCCCC4)C3=O)CC2)cc1
    -0.2	1.1	0.95	-2	-3	-6	0	-1	5
33: Cc1cccc(CSc2cn(CC(=O)N3CCOCC3)c3ccccc23)c1
    1.2	0.95	1	-11	-2	5	9	0	-2
34: Cc1ccnc2nc(C(=O)N3CCN(S(=O)(=O)c4ccccc4)CC3)nn12
    -0.8	1	1	3	2	-4	1	-3	0
35: C=CCNC(=O)c1ccccc1NC(=O)c1ccc(Cl)c(S(=O)(=O)Nc2ccccc2)c1
    4.2	0.92	0.9	-1	1	8	14*	-4	10
36: CCOc1ccc2[nH]cc(-c3csc(N)n3)c2c1
    0.4	0.92	0.97	-4	-5	8	6	-4	3
37: COc1ccccc1CNC(=O)C(NC(=O)c1ccccc1)C(C)C (stereo unspecified)
    1.4	0.98	0.98	-2	4	2	0	-1	2
38: CC1CCC2C(=O)N(c3ccc(Cc4ccncc4)cc3)C(=O)C2C1 (stereo unspecified)
    87*	1	1.1	-2	-2	-1	0	2	-7
39: Cc1c(C(=O)OCC(=O)NCc2ccccc2)oc2ccccc12
    0.3	1	0.88	-11	-2	-2	-1	3	12
40: CC(C)C(c1nnnn1Cc1ccccc1)N1CCc2ccccc2C1 (stereo unspecified)
    -2.4	0.9	1	2	1	10	1	1	-1
41: Cc1cc(C(=O)NCc2ccc(F)cc2)c2ccccc2n1
    -0.5	1.1	1	-3	5	-8	1	-1	-2
42: COc1cccc(C(=O)CN(C(=O)c2ccc(Cl)c(Cl)c2)N2C(=O)c3ccccc3C2=O)c1
    -1.1	1	0.91	0	3	0	5	-2	9
43: COCCCNC(=S)N1CCC(NC(=O)Nc2ccc(C)cc2)CC1
    -1.0	1	0.96	5	-2	-3	-1	0	4
44: O=C(Cc1ccccc1)NCC(=O)N/N=C/c1ccc([N+](=O)[O-])s1
    -0.1	0.89	1	-10	-3	11	-2	-6	-2
45: CCS(=O)(=O)c1ccc2oc(SCC(=O)Nc3ccc(OC)cc3OC)nc2c1
    -0.7	0.99	0.92	-11	1	1	0	0	8
46: C(=N\Nc1nc(Nc2ccccc2)nc(Nc2ccccc2)n1)/c1ccncc1
    0.7	0.98	0.93	-2	0	2	1	-2	7
47: CC(=O)Nc1ccc(NC(=O)C(C)OC(=O)CCN=C2NS(=O)(=O)c3ccccc32)cc1 (stereo unspecified)
    -0.1	1	1	-6	0	-2	0	-3	-1
48: CC(=O)Nc1cc(-c2nn(CC(=O)N3CCCCC3)c(=O)c3ccccc23)ccc1N1CCOCC1
    -0.4	1.1	1.1	-7	-4	-7	-1	0	-5
49: CC1CCCCN1CCNC(=O)c1ccc2c(c1)N(Cc1ccccc1F)C(=O)c1ccccc1S2=O (stereo unspecified)
    -1.3	0.91	1	3	2	9	-4	-4	-4
50: O=C(CN1CCCCC1)N1c2ccccc2Sc2ccc(C(F)(F)F)cc21
    -2.7	1	0.99	-2	0	-4	2	-1	0
51: CCC(C)NC(=O)c1ccc2c(c1)N(Cc1ccccc1)C(=O)CS2 (stereo unspecified)
    -1.2	1.1	1.2	-4	-4	-5	-2	1	-15
52: O=C(CCNC(=O)Cn1ccc2ccccc2c1=O)NCCCN1CCN(c2ccccc2F)CC1
    -1.9	1	1.1	-11	-8	0	3	0	-9
53: CCOc1ccc(NC(=O)C2CCCN(C(=O)NCc3ccccc3)C2)cc1 (stereo unspecified)
    0.2	1.1	1.2	-3	-3	-10	1	-3	-23
54: O=C(COc1ccc2c3c(c(=O)oc2c1)CCC3)NCCN1CCOCC1
    -1.9	0.95	1.2	-7	-5	5	1	-3	-20
55: Cc1ccc([C@H]2C(C#N)=C(N)Oc3cc(C)oc(=O)c32)o1
    0.0	0.97	1.1	-4	-2	3	-2	-2	-6
56: COc1ccc(-c2sc3cc(OC)c(OC)cc3c2C#CC2(O)CCCCC2)cc1
    1.2	1.1	0.97	-15	-5	-6	2	-7	3

Values in list order from the entries so far:
Nos. 39–46 in APOBEC3A inh read -2, 1, 5, 3, -2, -3, 1, 0

From PubChem BioAssay
